GLP1R inv ag: acts as inverse agonist at human GLP-1 receptor; P43220; HEK293 GLP-1R CRE-luciferase, luminescence, 24 h; GLP-1R form is constitutively active; Potency, µM (titrated, usually from 38.3 µM), without a hit: at the highest dose activity change, negative = inhibition, usual class: inhibitors; 410,000 compounds, 1.6% hits; AID 624417; also: potency is read from the fitted curve at half-maximal effect; % is scaled to controls: 0 for no effect and ±100 for the full control effect; nearly all actives have a fitted effect of over 55% in size
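Inverse agonists were sought by their lowering of basal cAMP reporter luciferase output in HEK293 cells stably carrying constitutively active human GLP-1R, after 24 h compound treatment.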
PI5P4Ka inh: blocks human PI5P4K alpha kinase activity. P48426. PI5P4Kalpha enzyme, ADP-Glo luminescence, 60 min; stronger effect = lower value. max response, %. 330,000 compounds, 1.2% hits; active = max response of -50% or lower; inconclusive = between -30% and -50%; inactive = -30% or higher; also: value at the top dose of about 77 µM; % is scaled to controls: 0 for no effect and ±100 for the full control effect
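ADP-Glo luminescence end-point after a 60 min room-temperature kinase reaction. PI5P4Kalpha and substrate in HEPES pH 7.4 buffer with EGTA, 0.1% CHAPS and 5% DMSO; ATP at 5 microM final.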
PLK1 PBD inh: inhibitors of human PLK1 polo-box domain binding; AID 720504; Potency, µM, for the others: max response, negative = inhibition, most hits filed as inhibitors; 360,000 compounds, 2.8% hits; Plk1 PBD binding of FITC phosphopeptide, fluorescence polarization; also: potency is read from the fitted curve at half-maximal effect; series mostly up to about 57 µM; % is scaled to controls: 0 for no effect and ±100 for the full control effect; nearly all actives have a fitted effect of over 65% in size
HEK293 tox: cytotoxicity in counter-screen for GLP-1R inverse agonists; Potency, µM (top dose mostly 38.3 µM), inactives show at the top dose activity change, negative = inhibition, actives largely listed as inhibitors; AID 624418; HEK293 cAMP-luciferase reporter cells, luminescence, 24 h; 410,000 compounds, 0.13% hits;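 also: loss of luciferase light is scored as toxicity; potency is read from the fitted curve at half-maximal effect; % is scaled to controls: 0 for no effect and ±100 for the full control effect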
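A 23 nL compound transfer followed 12 hours of cell culture at 37 deg C; exposure then lasted 24 hr. Luciferase assay detection reagent was dispensed and plates read for luminescence after a 12 min room-temperature wait.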
GLP-1R agonist: agonists of human GLP-1 receptor; 380,000 compounds, 0.007% hits; AID 624172; P43220; HEK293 GLP-1R CRE-luciferase, luminescence, 4-6 h; cells express a hypersensitive GLP-1R form; Potency, µM (doses to about 45.6 µM), without a hit: at the top dose activation, actives largely listed as activators; also: potency is read from the fitted curve at half-maximal effect; % of control where 0% means no effect
EPAC1 ag: agonists of human EPAC1 | O95398 | EPAC1 agonist qHTS, biochemical assay; response scale: 100% = response to 6.5 mM cAMP | Potency, µM (doses to about 154 µM), for inactives: at the highest dose activation, usual class: activators | 360,000 compounds, 0.073% hits; also: potency is read from the fitted curve at half-maximal effect; nearly all actives have a fitted effect of over 60% in size
Target sequence (O95398 whole entry, looked up): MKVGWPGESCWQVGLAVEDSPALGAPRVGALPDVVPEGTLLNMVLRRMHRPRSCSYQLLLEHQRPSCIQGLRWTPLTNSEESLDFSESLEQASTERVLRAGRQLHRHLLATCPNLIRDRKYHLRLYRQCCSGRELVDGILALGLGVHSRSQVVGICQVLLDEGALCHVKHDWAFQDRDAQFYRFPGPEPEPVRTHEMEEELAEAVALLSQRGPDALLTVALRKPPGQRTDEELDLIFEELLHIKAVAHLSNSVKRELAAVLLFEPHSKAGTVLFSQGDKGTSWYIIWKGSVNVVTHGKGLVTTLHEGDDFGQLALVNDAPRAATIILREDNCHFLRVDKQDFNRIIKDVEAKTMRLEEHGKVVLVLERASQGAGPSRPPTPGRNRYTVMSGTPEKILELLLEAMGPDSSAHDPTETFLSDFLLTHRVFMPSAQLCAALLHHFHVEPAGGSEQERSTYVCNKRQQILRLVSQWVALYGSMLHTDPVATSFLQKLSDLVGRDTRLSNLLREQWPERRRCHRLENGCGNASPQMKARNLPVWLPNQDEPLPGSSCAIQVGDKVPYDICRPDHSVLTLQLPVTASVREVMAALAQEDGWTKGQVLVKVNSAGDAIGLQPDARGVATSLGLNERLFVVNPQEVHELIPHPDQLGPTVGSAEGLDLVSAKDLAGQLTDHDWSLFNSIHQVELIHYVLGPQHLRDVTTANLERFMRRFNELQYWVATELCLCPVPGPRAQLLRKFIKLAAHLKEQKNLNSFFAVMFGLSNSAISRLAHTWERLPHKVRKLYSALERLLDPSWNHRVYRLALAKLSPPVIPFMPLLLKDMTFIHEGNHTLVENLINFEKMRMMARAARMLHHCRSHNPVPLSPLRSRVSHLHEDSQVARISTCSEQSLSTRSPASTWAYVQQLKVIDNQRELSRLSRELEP
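Nucleotide exchange assay: 100 nM EPAC1 with 250 nM Rap1B loaded with BODIPY-GDP and 50 uM GDP, room temperature. Fluorescence (480/540 nm) read every 5 min for 30 min; signal change normalized to 6.5 mM cAMP as full agonist.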
EPAC1 antag: EPAC1 (human) antagonism; O95398; EPAC1 GEF assay, Rap1b-BODIPY-GDP exchange fluorescence; Potency, µM (doses to about 115 µM), for inactives: top-dose activity change, negative = inhibition, hits mostly inhibitors; 360,000 compounds, 0.14% hits;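 also: potency is read from the fitted curve at half-maximal effect; plate controls were vehicle for no effect and positive control for full effect; nearly all actives have a fitted effect of over 50% in size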
IL2 activator: activators of IL-2 | IL-2 activation reporter assay, cell-based qHTS; stimulated with anti-CD3/CD4/CD28 beads; in transgenic mouse T cells | activation, % (series mostly up to about 46 µM) | 360,000 compounds, 0.065% hits; in the data active = activation above about 50%; inconclusive = mostly about 30% to 49%; also: 0% is about no effect
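Screening format: compound pinned onto unstimulated transgenic mouse T cells, 60 min incubation, then anti-CD3/anti-CD4/anti-CD28 bead stimulation for 18 hours at 37 degrees C, followed by EGFP and DsRed detection.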
PTHR1 agonist: activates the human parathyroid hormone receptor PTHR1; Q03431; HEK293 GP2 PTHR1 cells, GloSensor cAMP luminescence, 1 h; Potency, µM (top dose mostly 115 µM), inactives show top-dose activation, hits mostly activators; 410,000 compounds, 0.075% hits; AID 743266; also: potency is read from the fitted curve at half-maximal effect; nearly all actives have a fitted effect of over 55% in size; some results filed as inactive show a strong effect at the top dose; inactives centre near -15; many of its hits are not listed in these tables
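HEK-293-derived GP2 cells expressing PTHR1 and a GloSensor cAMP reporter, 3,000/well, plated overnight, given luciferin plus IBMX (each 0.5 mM as added) for 1 h at 37 °C, then compound for 1 h at 37 °C. Luminescence was read after 15 min at room temperature.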
Starred values were filed as active, the others as inactive; i = inactive; ? = inconclusive; · = not tested or not shown; & = joins results of further samples; [ ] = remark or other dose. Unless noted, calls follow the shape of the dose curve; as a rule, active = well fitted curve in the direction sought with a large enough effect; inconclusive = small, poorly fitted or top-dose-only effect, or another doubt; inactive = no such curve, though single readings can be large; an effect the other way counts as inactive or inconclusive.

SMILES	GLP1R inv ag	PI5P4Ka inh	PLK1 PBD inh	HEK293 tox	GLP-1R agonist	EPAC1 ag	EPAC1 antag	IL2 activator	PTHR1 agonist
CC(C)CCn1cnc2c(sc3nc4c(cc32)CSC(C)(C)C4)c1=O	?	-7	4%	20%	-8%	3%	-9%	2.6	-21%
CCCCS(=O)CC(COc1ccc(Cl)cc1)OC(=O)c1ccccc1 (stereo not given)	?	9	0%	-12%	4%	-1%	-15%	-1.8	-31%[inhibitor]
Cc1cc2cc(CNC(=O)C(C)Oc3ccccc3)ccc2n1C (stereo not given)	?	6	-13%	-8%	11%	7%	9%	-0.4	i
Cc1cc(C)cc(SCc2noc(C(=O)NCC3CC3)c2C(=O)NCC2CC2)c1	8.9µM*	21	-9%	-3%	7%	-3%	-9%	0.1	-26%
COC(=O)c1cc(Br)c(=O)n(CCN2CCCC2)c1	2%	-1	-4%	16%	-5%	8%	-13%	-1.9	i
CC(C)(C)C(=O)CSc1nnc(-c2cccs2)n1CC1CCCO1 (stereo not given)	-11%	-2	3%	-5%	-12%	8%	-12%	1.8	i
Cn1c(CC(=O)Nc2ccccc2C(F)(F)F)c(Sc2ccccc2)c2ccccc21	-4%	-2	-3%	-5%	-6%	-1%	-14%	-3.1	-12%
O=C(NC1CCCC1)C(c1ccccc1)N(Cc1ccc(F)cc1)C(=O)c1csnn1 (stereo not given)	?	1	-9%	-3%	-2%	5%	-20%	-0.9	i
Cc1cn([C@@H](CCCCN)C(=O)NCCCCCCCCCCC(=O)N2CCNCC2)nn1	14%	-2	-2%	4%	0%	-4%	-23%	1.3	i
COC(=O)c1ccc(CNC(=O)CN2C(=O)NC(Cc3ccccc3)(c3ccccc3)C2=O)cc1 (stereo not given)	?	2	1%	5%	9%	0%	-12%	-3.8	i
COc1ccccc1CNC(=O)CSc1ccc(-c2cccc([N+](=O)[O-])c2)nn1	6%	4	-1%	1%	-1%	-8%	-7%	0.2	i
CN(CCc1ccccn1)C(=O)CCC1CCCN(C(=O)c2c(F)ccc(F)c2F)C1 (stereo not given)	2%	8	0%	17%	-4%	10%	-3%	0.0	1%
Cc1ccsc1/C=N/NC(=O)CC(=O)NCC(C)C	-2%	-9	0%	5%	1%	-17%	-11%	-2.1	i
CCOC(=O)CCNC(=O)N1CCCC(C(=O)c2cccc(Cl)c2)C1 (stereo not given)	?	1	-1%	1%	-1%	13%	-2%	4.1	i
C[C@H]1CN([C@@H](C)CO)C(=O)Cc2cc(NC(=O)Cc3ccccc3)ccc2O[C@H]1CN(C)S(=O)(=O)c1cccs1	-8%	7	-15%	-24%	-7%	9%	-20%	-3.3	i

Brought forward from above: two entries; new compounds follow.
SMILES	GLP1R inv ag	PI5P4Ka inh	PLK1 PBD inh	HEK293 tox	GLP-1R agonist	EPAC1 ag	EPAC1 antag	IL2 activator	PTHR1 agonist
CCOC(=O)CCNC(=O)N1CCCC(C(=O)c2cccc(Cl)c2)C1 (stereo not given)	?	1	-1%	1%	-1%	13%	-2%	4.1	i
C[C@H]1CN([C@@H](C)CO)C(=O)Cc2cc(NC(=O)Cc3ccccc3)ccc2O[C@H]1CN(C)S(=O)(=O)c1cccs1	-8%	7	-15%	-24%	-7%	9%	-20%	-3.3	i
O=[N+]([O-])c1ccc2ncnc(N3CCN(Cc4ccc5c(c4)OCO5)CC3)c2c1	?	-2	-4%	-12%	-1%	-7%	-8%	-0.6	-40%[inhibitor]
O=C(CSc1cccc[n+]1[O-])c1ccc(Cl)s1	3%[7.66 µM]	3	-21%	-63%[7.66 µM]	1%	11%	-11%	3.3	0%
O=C(c1ccc2oc(CCCc3ccccc3)nc2c1)N1CCCC(CCCO)C1 (stereo not given)	?	3	0%	4%	17%	3%	3%	-1.0	-20%
O=S(=O)(Nc1nccs1)c1ccc(NCc2cc(Br)cc(Br)c2O)cc1	3%	-28	?	-6%	0%	-8%	?	-0.9	-21%
CCOC(=O)C1=C(C(F)(F)F)Nc2ncnn2C1c1cc(OC)ccc1OC (stereo not given)	-3%	20	5%	-14%	-1%	6%	-8%	1.4	-38%[inhibitor]
CCn1c(SCC(=O)N2CCN(c3ccc(F)cc3)CC2)nnc1-c1ccncc1	-3%	·	3%	-7%	-9%	-6%	2%	-3.2	-14%
COc1ccc(OC)c2c(C)cc(N3CCCN(C)CC3)nc12	0%	·	-9%	-31%	8%	4%	13%	-1.9	-8%
O=C(CNC(=O)C1CCCCC1)Nc1cc(Cl)ccc1Cl	-10%	9	-11%	7%	0%	-6%	-15%	-0.5	i
C=CCSc1nc(C)c(CC(=O)OCCCC)c(=O)[nH]1	8%	3	-1%	-2%	-7%	1%	6%	0.5	i
N#CC(c1ccc(F)cc1)c1ccc(C(=O)c2ccc(F)cc2)cc1 (stereo not given)	?	16	2%	20%	11%	17%	-16%	0.5	-17%[57.5 µM]
COc1ccc(NC(=O)C2(C)CCN2C(=O)CC2CCCC2)cc1OC (stereo not given)	26%	2	2%	0%	17%	4%	-10%	-0.6	-22%
COc1ccc(C(=O)NCc2n[nH]c(=S)n2-c2ccccc2)cc1OC	3%	·	-11%	10%	2%	8%	-6%	-2.9	14%
CCNC(=O)C1(C)CCN(Cc2cccc(Oc3ccccc3)c2)C1 (stereo not given)	-5%	-4	-10%	2%	19%	5%	2%	1.3	i
COc1ccc(CNc2ncc(-c3ccc(F)cc3)n2C)c2ccccc12	?	-1	7%	-24%	1%	10%	-9%	-3.1	i
Cc1sc2nc(C3CC3)nc(N3CCN(S(=O)(=O)c4ccc(F)cc4)CC3)c2c1C	19%	·	1%	7%	3%	-1%	6%	1.0	-11%[57.5 µM]
COc1ccc(-n2c(NCCN(C)C)nc3sc4c(c3c2=O)CCCCC4)cc1	?	·	-10%	-32%	-1%	0%	7%	-2.9	i
Cc1nnc2c(NCCC(C)C)nc3ccccc3n12	21%	3	3%	11%	0%	8%	-7%	-3.7	i
Cc1cc(C)c(S(=O)(=O)c2ccc(Cl)cc2)c(=O)[nH]1	16%	18	1%	11%	2%	-1%	-9%	1.1	i
Cc1cccc(Nc2nc(-c3cccs3)cs2)n1	?	0	-10%	5%	-1%	26%	-2%	-0.4	-22%[57.5 µM]
N#CCc1c(C#N)c(N)nc(N2CCN(S(=O)(=O)c3ccccc3)CC2)c1C#N	26%	?	-8%	-2%	12%	0%	0%	1.1	-12%[57.5 µM]
NC(=O)C1CCN(c2nc(-c3ccc(Br)cc3)cs2)CC1	8%	18	-6%&-5%	4%	4%	2%	-6%	-3.5	i
O=C(NC1CCCC1)C(c1ccc(F)cc1)N(Cc1ccc(F)cc1)C(=O)c1ccn[nH]1 (stereo not given)	?	·	1%	?	2%	3%	9%	0.4	i
Cn1cnnc1Sc1ccc(C(=O)OCC(=O)NC2CC2)cc1[N+](=O)[O-]	3%	4	-11%	6%	8%	5%	13%	2.3	25%
COc1ccc(NC(=O)CN2C(=O)COc3ccc(S(=O)(=O)N4CCCCC4)cc32)c(OC)c1	-26%	-1	-15%	-10%	9%	-5%	?	-1.8	i
CC(=O)Nc1c(Cl)cc(Cl)c2c1Cc1cc(Cl)ccc1-2	3%	-1	-9%	-1%	8%	3%	?	-0.3	0%
O=Nc1c(-c2ccccc2)cc2ccccn12	3%	0	-9%	-8%	-3%	-2%	-9%	1.1	-45%[inhibitor]
CSCCC1NC(=O)N(CC(=O)Nc2ccc(N3CCCCC3)cc2)C1=O (stereo not given)	-15%	-6	-18%	-18%	-1%	6%	11%	-2.0	-6%[57.5 µM]
Cc1cc(S(=O)(=O)N2CCC(N3CCCCC3)CC2)ccc1-n1cnnn1	-10%	2	3%	-9%	0%	11%	8%	-0.4	-2%
Cc1nc2oc3c(=O)[nH]cnc3c2c2c1COC(C)(C)C2	9%	-9	-1%	11%	3%	17%	-16%	0.2	-16%
Cc1nc2ccccc2c(=O)n1/N=C/c1ccc(OC(F)F)cc1	7%	-10	-7%	-4%	5%	16%	-5%	-1.2	i

Quoted from the listing:
CCn1c(SCC(=O)N2CCN(c3ccc(F)cc3)CC2)nnc1-c1ccncc1 in PLK1 PBD inh shows 3%
Cc1sc2nc(C3CC3)nc(N3CCN(S(=O)(=O)c4ccc(F)cc4)CC3)c2c1C in IL2 activator shows 1.0

More structures follow:
SMILES	GLP1R inv ag	PI5P4Ka inh	PLK1 PBD inh	HEK293 tox	GLP-1R agonist	EPAC1 ag	EPAC1 antag	IL2 activator	PTHR1 agonist
Cc1nc(CCNC(=O)c2cccs2)cs1	0%	·	-8%	0%	-4%	6%	-1%	3.4	-7%[57.5 µM]
O=C(CS(=O)(=O)c1ccc2ccccc2c1)N1CCCCCC1	-3%	2	4%	7%	2%	-7%	0%	-0.7	-4%
COc1ccc(C2(O)CCN(C(=O)NC3CCCCC3)CC2)cc1	8%	·	-1%	-4%	-1%	1%	16%	-2.0	-4%[57.5 µM]
Cc1cccc(C)c1NC(=O)CN(C)C(=O)c1cccc(S(=O)(=O)N2CCN(c3ccccc3)CC2)c1	-8%	-1	1%	8%	3%	7%	14%	-4.5	-1%
Cc1ccc(C(=O)Nc2ccccc2C(=O)NCc2ccco2)cc1S(=O)(=O)N1CCCCC1	?	4	-9%	-6%	4%	13%	-3%	-2.0	-9%
COC(=O)Nc1nc2ccc(Br)cc2s1	10%	-3	?	7%	9%	6%	6%	-1.7	-6%
O=C(c1cccc([N+](=O)[O-])c1)c1ccc2c(c1)OCCOCCOCCO2	6%	8	-9%	-9%	22%	5%	11%	-0.1	-3%
CNC(=O)[C@@]1(Cc2ccccc2)C=C[C@@H](C)N1C(C)=O	8%	1	-1%	-22%	0%	-6%	-2%	-0.2	-27%
c1ccc(COc2cccc(-c3cc4nc(NCc5cccs5)ccn4n3)c2)cc1	4.5µM*	3	5%	-14%	16%	0%	3%	-0.4	-71%[inhibitor]
Cc1ccc(Cl)cc1N(CC(=O)NCc1ccc2c(c1)OCO2)S(C)(=O)=O	-19%	2	?	10%	3%	6%	-7%	-2.8	-18%
CC(=O)N/C(=C\c1ccccc1)C(=O)Nc1ccc(O)cc1	121%[activator]	-11	-7%	16%	4%	-6%	21%	13	i

An excerpt; the hit share may differ from the screen's.
